SENP1 inh – blocks the human SENP1 SUMO protease catalytic domain. AID 624204. recombinant SENP1 catalytic domain, CyPet-SUMO1-YPet FRET cleavage. Q9P0U3. inhibition, % at 10 µM. 0.21% of 360,000 active;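 active = inhibition at least 30% at 10 µM, raw YFP signal under a set limit, fluorescence ratio 0.5 to 1.5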;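 also: 0% = enzyme with DMSO and 100% = no enzyme wells; some results filed as inactive read as strong as hits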
Target sequence (Q9P0U3 419-644 limits assumed): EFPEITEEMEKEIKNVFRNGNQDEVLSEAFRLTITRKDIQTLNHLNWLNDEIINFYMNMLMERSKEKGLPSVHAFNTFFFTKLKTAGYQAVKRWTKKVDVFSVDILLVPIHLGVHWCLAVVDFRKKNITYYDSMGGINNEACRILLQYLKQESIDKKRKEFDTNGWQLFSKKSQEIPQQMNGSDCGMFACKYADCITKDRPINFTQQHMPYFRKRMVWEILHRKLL
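Test system: human SENP1 catalytic domain; medium: Tris pH 8 buffer plus EDTA, NaCl, BME, BSA, NP40, catalase; incubation: 50 min reaction at room temperature; technique: FRET, CFP and YFP emission; controls: no-enzyme low control and enzyme-plus-DMSO high control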
An asterisk follows results filed as active.

SENP1 inh,compound
-32.2,c1ccc2c(c1)OCC(CNc1ncnc3sccc13)O2 (stereo not given)
-1.8,CCCCCCCCN1C(=O)[C@H](CC(=O)NCc2ccc(C)o2)C[C@@]2(C(=O)OC)CC(C)(C)CC=C12
-0.5,O=c1c(-c2ccccc2)nc2ccccc2n1C(c1ccccc1)c1nc2ccccc2[nH]1 (stereo not given)
-0.1,COc1ccc(/C=C/CN2CCC(C(=O)NC(c3ccc(F)cc3)c3ccc4ccccc4n3)CC2)cc1 (stereo not given)
-26.5,CCN(CC)c1ccc2cc(C(=O)NNC(=O)c3ccc(S(=O)(=O)N4CCCCC4)cc3)c(=O)oc2c1
-16.8,CCC(c1nnnn1C1CCCCC1)N(Cc1ccco1)Cc1cc2ccc(OC)cc2[nH]c1=O (stereo not given)
0.5,CCNC(=O)C1CCCN(C(=O)Cc2cccs2)CC1 (stereo not given)
-126.8,CC1=C(C(=O)Nc2cccc(C)n2)C(c2ccc3c(c2)OCO3)C2=C(CC(c3ccco3)CC2=O)N1 (stereo not given)
1.2,O=C(Nc1ccc(F)c(Cl)c1)c1cc(C2CCCN(S(=O)(=O)c3ccccc3)C2)on1 (stereo not given)
-0.7,OCC1OC(n2cnc3c(SCc4ccccc4)nc(NO)nc32)C(O)C1O (stereo not given)
0.8,COc1ccc([C@H]2C[C@H](O)[C@@H](n3cc(-c4ccc(F)cc4)nn3)CN2C(=O)C2CCCCC2)cc1
3.8,COc1ccccc1NC(=O)Nc1nnc([C@@H]2C[C@H](O)[C@@H](CO)O2)s1
1.3,Cc1ccccc1/C=C/c1nc2ccccc2c(=O)n1CCc1ccccc1
-8.6,O=C(c1ccc2c(c1)OCO2)[C@@H]1[C@@H]2C(=O)N(C3CCCCC3)C(=O)[C@@H]2C2c3ccccc3C=CN21 (stereo not given in full)
-0.2,CC1(Cc2ccc(Cl)c(Cl)c2)C(=O)Nc2ccc(S(=O)(=O)NC3CCCCC3)cc21 (stereo not given)
-1.3,COC(=O)c1ccc2nc(-c3cccc(Br)c3)c(Cc3ccsc3)n2c1
0.8,C[C@@H]1CN([C@@H](C)CO)C(=O)CCCn2cc(nn2)CO[C@H]1CN(C)S(=O)(=O)c1ccccc1
-6.1,COCCCNCc1cc(C)n(-c2cc(S(=O)(=O)N3CCOCC3)ccc2N2CCCC2)c1C
47.8*,CC(=O)Nc1cc(-c2ccc(N3CCN(C)CC3)cc2)cn2c(-c3ccccc3)cnc12
-0.7,O=C1NC[C@H](CCCCN2C[C@H](Cc3ccccc3)N(CCC3CCCCC3)C(=O)C2=O)N(Cc2ccccc2)C1=O
0.1,CN(CCc1ccccc1)C(c1cc2ccccc2o1)c1nnnn1C(C)(C)C (stereo not given)
-0.8,COc1ccc(Cc2nc3c([nH]2)c(=O)n(C)c(=O)n3C)cc1OC
-0.4,O=C(NCc1ccccc1)C1c2ccccc2OCC(=O)N1Cc1ccc2c(c1)OCO2 (stereo not given)
-0.8,Cc1cn([C@H]2C[C@H](O)[C@@H](CNC(=O)[C@H](N)Cc3cccnc3)O2)c(=O)[nH]c1=O
-2.4,Clc1cccc(CN2CCC3CC2c2cc(N4CCCCC4)ccc23)c1 (stereo not given)
-25.3,Cc1cc(N2C(=O)C(O)=C(C(=O)c3ccc(C)o3)C2c2cccc(Cl)c2)no1 (stereo not given)
-1.1,Cn1nc(C(=O)NCC(=O)Nc2ccc(F)c(F)c2)ccc1=O
0.9,CN(Cc1ccccc1)C(=O)CCC1CCN(C(=O)c2ccco2)CC1
3.1,COc1ccc(C(=O)OCC(=O)NC23CC4CC(CC(C4)C2)C3)c(O)c1
-0.4,O=C1NC[C@H](CCCCN2C[C@H](Cc3ccccc3)N(Cc3ccccc3)C(=O)C2=O)N(CCc2ccc(O)cc2)C1=O
0.4,CN(CCc1ccccc1)C(=O)c1ccc(NC(=O)Cc2cccc(NC(=O)C3CCN(S(=O)(=O)c4cccc([N+](=O)[O-])c4)CC3)c2)cc1
1.6,Cc1ccc2c(nc3s/c(=C/c4cccs4)c(=O)n32)c1C
9.9,Cc1ccc(Cc2c(-c3ccc(C)cc3)nc3c(C)cc(Br)cn23)cc1
1.3,CCCCC(C)Sc1nc2c([nH]1)c(=S)n(C)c(=O)n2C (stereo not given)
-2.7,COc1ccc(CCNC2=CC(=O)CCC2)cc1OC
-1.0,OC(c1ccc(Cl)c(Cl)c1)c1ncc(-c2cccc(F)c2)[nH]1 (stereo not given)
3.1,COc1ccccc1CCC(=O)Nc1ccc2c(c1)c(=O)n(C)n2Cc1ccc(F)cc1
4.1,COc1cnc(-c2cccc(C(F)(F)F)c2)c(NC(=O)c2cc3ccccc3s2)n1
-1.8,Cc1cccc(N2CCN(C(=O)c3ccc4ncsc4c3)CC2)c1C
0.3,O=C(O)Cn1c(=O)c2c3c(sc2n(Cc2ccc(Cl)cc2Cl)c1=O)CCCC3
2.2,COc1ccc(NC(=O)c2cccc3c(-c4ccc(O)c(OC)c4)coc23)cc1
2.9,Cc1nnc(N2C(=O)C(=O)/C(=C(/O)c3ccc4c(c3)OCCO4)C2c2cccc([N+](=O)[O-])c2)s1 (stereo not given)
2.3,COc1ccccc1NS(=O)(=O)c1cccc(NS(=O)(=O)c2cc(C(=O)O)ccc2Cl)c1
2.9,CN(N=Nc1nc[nH]c1C(=O)NN)C1CCCCC1
2.7,Cn1c(Cc2ccccc2)nc(=O)c2ccccc21
-0.6,Cc1ccc(S(=O)(=O)N2CCN(C(=O)CN3C(=O)NC(C)(CCC(C)C)C3=O)CC2)c(C)c1 (stereo not given)
-0.2,O=S1(=O)CC(N2CCN(CCO)CC2)CN1Cc1cn(Cc2ccccc2)nn1 (stereo not given)
-0.1,Cc1ccc(S(=O)(=O)Nc2ccccc2OC(C(=O)OC(C)(C)C)C(=O)OC(C)(C)C)cc1
1.8,COc1cccc(C(NC(C)=O)c2nc(-c3ccc(C)c(C)c3)cs2)c1 (stereo not given)
37.9,Nc1cc2c3c(cccc3c1)C(=O)N(CCN1CCCC1)C2=O

Next part.
SENP1 inh,compound
-0.3,C[C@H](O)[C@@H]1C(=O)N2CCc3ccc(N4CCN(C)CC4)cc3[C@@H]2C[C@@H]1N(C)C(=O)c1cccnc1
-17.7,COCCNC(=O)/C(C#N)=C/c1ccc(OC(=O)c2cccs2)c(OC)c1
-15.4,CCc1nc2c(OCCn3cccc3)cccn2c1N(C=O)Cc1ccc(OC)cc1
-34.2,O=[N+]([O-])c1ccc(NN=Cc2cccc([N+](=O)[O-])c2)cc1
-9.4,O=C(Nc1ccc(F)cc1)C(CCc1ccccc1)N1CCN(c2cccc(C(F)(F)F)n2)CC1 (stereo not given)
0.5,CC(C)NC(=O)C1(C)CN(S(C)(=O)=O)CC(=O)N1C1CC1 (stereo not given)
1.0,CCCCSc1nc(N)nc2c1ncn2C1OC(CO)C(O)C1O (stereo not given)
-3.4,CNC(CC(C)C)C(=O)NC1C(=O)NC(CC(N)=O)C(=O)NC2C(=O)NC3C(=O)NC(C(=O)NC(C(=O)O)c4cc(O)cc(O)c4-c4cc3ccc4O)C(O)c3ccc(c(Cl)c3)Oc3cc2cc(c3OC2OC(CO)C(O)C(O)C2OC2CC(C)(N)C(O)C(C)O2)Oc2ccc(cc2Cl)C1O (stereo not given)
-0.4,CC[C@H](C)[C@H](NC(=O)OCc1ccccc1)C(=O)OCC(=O)N1CCN(c2ccc(OC)cc2)CC1
-0.2,C[C@@H](NC(=O)c1ncn2c1c(=O)[nH]c1cccnc12)c1ccccc1
1.5,O=C(CC(CC(=O)c1ccccc1)c1ccccn1)c1ccccc1
1.5,O=C(c1ccccc1)c1ccc(C(=O)N2CCN(c3ccccc3O)CC2)cc1
-0.4,CCc1nc2c(OCc3ccccc3C)cccn2c1N(C)C(=O)c1ccc(C)cc1
4.2,COc1ccc(NC(=O)c2ccc(NC(=O)CN3CCN(c4ccccc4OC)CC3)cc2)cc1
-3.4,CCOC(=O)c1c(-c2ccc(-c3ccccc3)cc2)csc1NC(=O)CCN1CCOCC1
-30.9,O=[N+]([O-])c1ccc(NN=Cc2cccc3ccccc23)cc1
0.7,O=C1OC2(c3ccccc31)c1ccccc1-c1ccccc12
2.0,COc1ccc(C(O)c2nc(-c3cccc(C(F)(F)F)c3)cs2)cc1 (stereo not given)
0.5,CC1(c2nnnn2-c2ccc3c(c2)OCCO3)CCC(=O)N1CC(F)(F)F (stereo not given)
-0.3,O=c1[nH]cnc2c1ncn2C1OC(CO)CC1F (stereo not given)
1.8,CCCCc1c(O)nc(SCC(=O)N2CCOCC2)n(-c2ccc(C)cc2)c1=O
5.4,Nc1ccc(-c2cn3cccnc3n2)cc1
0.3,Cc1cn([C@H]2C[C@H](O)[C@@H](CCC(=O)NC(c3ccccc3)c3ccccc3)O2)c(=O)[nH]c1=O
-1.3,CC(C)C(=O)N1CCC1(C)C(=O)Nc1ccc(-n2cccc2)cc1 (stereo not given)
-0.1,COc1cc(Cl)ccc1OC1(C)CCN(Cc2cccc(OC)c2OC)C1 (stereo not given)

In the list so far, these have a COOH group:
SENP1 inh,compound
0.3,O=C(O)Cn1c(=O)c2c3c(sc2n(Cc2ccc(Cl)cc2Cl)c1=O)CCCC3
2.3,COc1ccccc1NS(=O)(=O)c1cccc(NS(=O)(=O)c2cc(C(=O)O)ccc2Cl)c1
-3.4,CNC(CC(C)C)C(=O)NC1C(=O)NC(CC(N)=O)C(=O)NC2C(=O)NC3C(=O)NC(C(=O)NC(C(=O)O)c4cc(O)cc(O)c4-c4cc3ccc4O)C(O)c3ccc(c(Cl)c3)Oc3cc2cc(c3OC2OC(CO)C(O)C(O)C2OC2CC(C)(N)C(O)C(C)O2)Oc2ccc(cc2Cl)C1O (stereo not given)

Remaining list, next part:
SENP1 inh,compound
0.3,OC(c1ccc(Cl)c(F)c1)c1ncc(-c2ccc(F)cc2)[nH]1 (stereo not given)
0.2,COc1ccc(CNC(=O)C2Cc3c(-c4ccccc4)ccnc3O2)cc1OC (stereo not given)
-13.4,Brc1ccc2nc(C3CCCCC3)c(Cc3ccccc3)n2c1
-0.6,O=C(COC(=O)c1ccc(-c2ccccc2)cc1)Nc1ccccc1-c1ccccc1
0.9,COc1cccc(CNc2nc(NC(C)C)nc3ccsc23)c1
-1.2,CC1=C(C(=O)N2CCCCCC2)CC(CC(=O)NCCCN(C)C)C(=O)N1Cc1ccc(C(C)(C)C)cc1 (stereo not given)
2.0,CN(C)CCNC(=O)C1(C)Cc2c(-c3cccc(C(F)(F)F)c3)ccnc2O1 (stereo not given)
-1.6,C[C@@H]1CCCCO[C@H](CN(C)S(=O)(=O)c2cccs2)[C@@H](C)CN([C@H](C)CO)C(=O)c2cc(NC(=O)Nc3ccc4c(c3)OCO4)ccc2O1
-3.9,COc1ccccc1-c1c(C)oc2c(CN3CCN(CCO)CC3)c(O)ccc2c1=O
-126.0,CCN(CC)Cc1cc(Nc2c3ccccc3nc3c4ccccc4n(C)c23)cc(CN(CC)CC)c1O
4.2,COc1ccc(CC(=O)Nc2cccc(S(=O)(=O)N3CCCCCC3)c2)cc1OC
0.7,CCNC(=O)C1(C)CCCN1Cc1ccccc1Cl (stereo not given)
1.6,C=C(C)Cn1c2ccc(NC(=O)CCc3cccc(Cl)c3)cc2c(=O)n1C
0.0,CC(C)C[C@H]1CN([C@@H](CC(C)C)CN2CCC[C@@H]2CN2C(=O)C(=O)NC[C@@H]2Cc2ccccc2)C(=O)C(=O)N1CCc1ccccc1
-2.8,COc1ccc(Cc2c(-c3ccccc3)nc3ccc(Br)cn23)c(C)c1
-2.5,COc1ccc(S(=O)(=O)N(C)C[C@H]2Oc3ncc(-c4ccncc4)cc3C(=O)N([C@@H](C)CO)C[C@@H]2C)cc1
-0.1,CN1C(=O)[C@H]2[C@@H](c3ccc(C(F)(F)F)cc3)N[C@]3(CCCN(Cc4cccn4C)C3=O)[C@H]2C1=O
-0.4,CC(C)C[C@H]1CN([C@@H](Cc2ccc(O)cc2)CN2CCC[C@H]2CN2C(=O)C(=O)NC[C@@H]2Cc2ccccc2)C(=O)C(=O)N1CC1CCCCC1
-11.4,CN(CC(=O)Nc1cccc(F)c1)C(=O)Cc1ccsc1
-2.7,C=C1C(=O)OC2C1CCC(C)=CCCC1(C)OC21 (stereo not given)
0.3,CC1(C)CC(=O)C=C(c2ccc(COC(=O)C3CC3)cc2)C1=O
-1.6,COc1ccccc1-c1cn(CC[C@@H]2CC[C@H](NC(=O)C3CCC3)[C@@H](CO)O2)nn1
1.4,CC1(C(=O)NS(=O)(=O)c2ccc3c(c2)CCO3)CCN1C(=O)c1ccccc1CCc1ccccc1 (stereo not given)
2.8,CCOc1ccc(S(=O)(=O)c2ccc(C)cc2)c2c1no[n+]2[O-]
3.9,CCCN(C)C1CN(Cc2cn(Cc3ccc(OC)cc3)nn2)S(=O)(=O)C1 (stereo not given)
1.1,COCc1cn(CC(C)n2c(=O)c3ccccc3n2Cc2cc(C(C)C)no2)nn1 (stereo not given)
2.7,CC(=NNC(=S)Nc1cccc(C)c1)c1ccccn1
-1.2,CC1(C(=O)Nc2ccccc2Cc2ccccc2)CCN1CCc1ccccc1 (stereo not given)
1.8,COc1cccc(C(=O)NNC(=O)c2cccc3ccccc23)c1
4.3,O=S1(=O)CCN(Cc2cccnc2)CC1
1.5,CC1=NN(c2ccccc2)C(=O)C1=Cc1ccccc1
-8.7,CCCc1nc2ccc(C)cn2c1Cc1ccccc1OC
2.0,CC(C)(C)n1nnnc1C(c1cc2ccccc2o1)N1CCCC1 (stereo not given)

Random excerpt: six entries already listed, in no set order.
SENP1 inh,compound
0.9,CN(Cc1ccccc1)C(=O)CCC1CCN(C(=O)c2ccco2)CC1
-0.1,Cc1ccc(S(=O)(=O)Nc2ccccc2OC(C(=O)OC(C)(C)C)C(=O)OC(C)(C)C)cc1
3.9,CCCN(C)C1CN(Cc2cn(Cc3ccc(OC)cc3)nn2)S(=O)(=O)C1 (stereo not given)
-30.9,O=[N+]([O-])c1ccc(NN=Cc2cccc3ccccc23)cc1
0.3,OC(c1ccc(Cl)c(F)c1)c1ncc(-c2ccc(F)cc2)[nH]1 (stereo not given)
-0.4,O=C(NCc1ccccc1)C1c2ccccc2OCC(=O)N1Cc1ccc2c(c1)OCO2 (stereo not given)

Compound activity from PubChem.

An excerpt; rates above refer to the full screens.
